# Compound activity (PubChem)
# V1R ag counter – agonists of human V1a receptor, primary screen, counter-screen for OXTR agonist project, fluorescence, CHO-V1R cells. activation, % at 3 µM. Fluo-8 calcium fluorescence, agonist mode; 0% DMSO, 100% 3 nM vasopressin. Vasopressin V1a receptor (Homo sapiens), P37288. actives 0.25% (n = 320,000);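 active = activation above the mean activation of all tested compounds plus 3 SD, per screening run, cut at about 20% in these data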;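 also: signal is peak over basal fluorescence ratio across a 100 second FLIPR read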
# OXTR potentiate – human OXTR potentiators, primary screen, fluorescence, CHO-OTR cells, Fluo-8 calcium; actives 0.061% (n = 320,000); Fluo-8 calcium fluorescence, potentiator mode; 0% = oxytocin EC15, 100% = EC100; Oxytocin receptor (Homo sapiens), P30559; activation, % at 3 µM;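 active = activation above that plate's cutoff, the mean activation of tested compounds plus 3 SD, cut at about 6.6% in these data, passing the limit was not always enough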;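 also: 100% uses oxytocin at 75 nM as the full agonist control; some results filed as inactive read as strong as hits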
# Target sequence (P30559 whole entry, looked up): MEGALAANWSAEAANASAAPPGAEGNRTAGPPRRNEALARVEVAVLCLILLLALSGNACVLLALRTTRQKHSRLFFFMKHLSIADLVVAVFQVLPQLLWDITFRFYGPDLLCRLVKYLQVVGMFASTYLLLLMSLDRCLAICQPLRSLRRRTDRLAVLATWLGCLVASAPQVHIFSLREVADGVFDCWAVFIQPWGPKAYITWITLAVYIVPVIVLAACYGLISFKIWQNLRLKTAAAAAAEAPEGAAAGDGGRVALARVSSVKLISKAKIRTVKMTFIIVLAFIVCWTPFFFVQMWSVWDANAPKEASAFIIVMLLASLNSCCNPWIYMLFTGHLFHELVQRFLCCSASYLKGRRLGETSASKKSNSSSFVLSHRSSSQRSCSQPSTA
#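 Assay system: CHO cell line stably expressing human OTR. Reagent: EC15 oxytocin agonist. Dosing: single dose, 3.0 µM nominal final compound concentration. Timing: compound 6 min at room temperature before oxytocin, 100 s read. Signal: kinetic Fluo-8 calcium fluorescence. Controls: oxytocin EC15 low and EC100 high.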
# OXTR ag – human OXTR agonists, primary screen, fluorescence, CHO-OTR cells, Fluo-8 calcium; Oxytocin receptor (Homo sapiens), P30559; Fluo-8 calcium fluorescence; normalized: DMSO 0%, oxytocin 100%; activation, % at 3 µM; actives 0.32% (n = 320,000); AID 2435, 2010;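 active = activation above the mean of all tested compounds plus 3 SD, cutoff set per screening run, cut at about 20% in these data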;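 also: peak over basal fluorescence ratio from a 100 s FLIPR kinetic read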
# GalR3 antag – GalR3 antagonists in HEK293 cells, primary screen, cell-based, fluorescence readout; HEK293 GalR3-CNG cAMP membrane potential fluorescence; galR3 body fused to GalR1 C-terminus; inhibition, % at 3 µM; actives 0.44% (n = 360,000); Galanin receptor type 3 (Homo sapiens), O60755;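 active = inhibition above the screen-wide average plus 3 SD, cut at about 13% in these data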;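 also: forskolin and galanin both at EC90 stimulate the cells; cAMP rise reported by CNG channel membrane potential dye signal; 0% = forskolin plus galanin with DMSO and 100% = forskolin alone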
# Target sequence (O60755 1-299 limits assumed): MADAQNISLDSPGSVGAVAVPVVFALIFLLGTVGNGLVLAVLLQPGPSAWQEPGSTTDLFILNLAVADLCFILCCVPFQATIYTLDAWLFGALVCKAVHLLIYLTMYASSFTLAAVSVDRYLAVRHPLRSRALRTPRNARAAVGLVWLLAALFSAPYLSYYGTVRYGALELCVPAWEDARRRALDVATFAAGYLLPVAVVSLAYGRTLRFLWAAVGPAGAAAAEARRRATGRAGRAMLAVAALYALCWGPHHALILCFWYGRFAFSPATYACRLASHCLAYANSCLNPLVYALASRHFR
# MEKK2wt PB1 HTS – modulators of MEK5 binding to wildtype MEKK2, primary screen, biochemical, multiplex bead flow cytometry, Alexa488-MEK5 | Mitogen-activated protein kinase kinase kinase 2 (Homo sapiens), Q9Y2U5 | binding response (% of control), % at 10 µM | actives 1.1% (n = 290,000) | Alexa488-MEK5 binding to MEKK2 WT; actives lie on both sides | AID 1531, 2009; in the data active = binding response below about 67% or above about 130%
# GPR7 antag – GPR7 receptor antagonists, primary screen, cell-based, fluorescence, single concentration. Neuropeptides B/W receptor type 1 (Homo sapiens), P48145. GPR7-expressing cells, fluorescence antagonist assay. inhibition, % at 4.4 µM. actives 1.1% (n = 290,000); in the data active = inhibition above about 16%, passing the limit was not always enough;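 also: cells stimulated with the agonist NPW; 0% = agonist with vehicle and 100% = vehicle without agonist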
# Target sequence (P48145 whole entry, looked up): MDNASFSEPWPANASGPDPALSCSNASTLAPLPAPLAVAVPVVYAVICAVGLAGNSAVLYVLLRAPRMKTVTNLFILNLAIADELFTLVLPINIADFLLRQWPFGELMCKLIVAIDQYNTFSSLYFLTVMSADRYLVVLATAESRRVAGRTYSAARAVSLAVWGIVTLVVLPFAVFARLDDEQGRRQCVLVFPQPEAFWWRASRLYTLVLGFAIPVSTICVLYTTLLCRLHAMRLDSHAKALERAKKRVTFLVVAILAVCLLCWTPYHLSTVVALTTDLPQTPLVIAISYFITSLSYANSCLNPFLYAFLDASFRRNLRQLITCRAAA
# MEKK2 mut-MEK5 – MEK5 binding signal on mutant MEKK2 PB1, primary screen, biochemical, multiplex bead flow cytometry, Alexa488-MEK5. Alexa488-MEK5 binding to MEKK2 mutant. percent response, % at 10 µM. actives 0.35% (n = 290,000); in the data active = percent response above about 24%, passing the limit was not always enough; also: inactives centre near 1; some results filed as inactive read as strong as hits
# NALP1 inh – NALP1 inflammasome inhibitors in reconstituted yeast, colorimetric, S. cerevisiae, triplicate retest | inhibition, % at 10 µM | actives 0.61% (n = 280,000) | S. cerevisiae NALP1/ASC/caspase-1 growth, X-gal OD620, 72 h; in the data active = inhibition mostly above about 24%, no sharp cut-off; inactive = mostly below about 32%; also: some compounds called inactive have numbers as strong as hits
# M18AAP inhibitor – PfM18AAP inhibitors, malaria aminopeptidase, primary screen, biochemical, QFRET, recombinant enzyme. M18 aspartyl aminopeptidase (Plasmodium falciparum 3D7). H-Glu-NHMec fluorogenic cleavage. inhibition, % at 7.35 µM. actives 1.2% (n = 290,000). AID 1822, 2009;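 active = inhibition above the campaign mean inhibition over all tested compounds plus 3 SD, cut at about 28% in these data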;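 also: 0% = plate median of test compound wells and 100% = 2 mM ZnCl2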
# The depositor's hits bear a star; x = not tested or not shown. No enrichment for hits, and some 4.1% of all compounds hit somewhere here.
SMILES,V1R ag counter,OXTR potentiate,OXTR ag,GalR3 antag,MEKK2wt PB1 HTS,GPR7 antag,MEKK2 mut-MEK5,NALP1 inh,M18AAP inhibitor
CCN1C(=O)[C@H]2[C@@H](c3ccc(-c4cccc(Cl)c4)cc3)N[C@@](Cc3ccccc3)(C(=O)OC)[C@H]2C1=O,2.2,-10,1.7,-8,x,x,x,x,x
CCCc1cc(C(=O)Nc2ccc(C(=O)c3ccccc3)cc2)n(C)n1,7.7,-13,3.8,-2,102,16,5,6,-4
O=C(O)c1ccccc1SCc1cn2cc(Cl)ccc2n1,1.4,-9,0.7,2,101,-19,3,24,-13
Cc1sc2ncnc(SCC(=O)NC(C)(C)C)c2c1C,0.9,-7,-0.9,-4,91,-5,-10,-5,4
O=C(N/N=C/c1ccccn1)c1ccc([N+](=O)[O-])cc1Cl,0.6,-2,-0.4,-10,110,-11,3,0,1
CCCn1c(SCC(=O)N2CCc3ccccc32)n[nH]c1=O,-0.7,-1,1.4,-1,x,x,x,x,x
O=C(CCc1nc2sc3c(c2c(=O)[nH]1)CCCC3)NCCc1ccccc1,-0.9,-3,-0.1,-2,x,x,x,x,x
CCCN(CC(=O)Nc1ccccc1C)C(=O)Cc1cccs1,0.2,-5,-0.2,-6,x,x,x,x,x
CCOC(=O)CN1C(=O)N[C@@H](c2ccccc2)[C@@H](C(=O)OC)[C@H]1C,0.3,5,0.0,-6,99,x,-5,x,x
CC(=O)Nc1ccc(N(C(=O)Cc2cccs2)C(C(=O)NC2CCCC2)c2ccncc2)cc1 (stereo not drawn),0.2,-5,0.6,-3,106,-8,4,-11,3
CCCC(=O)Nc1ccccc1NC(=O)c1ccc(OCC)c(OCC)c1,-0.6,-10,-1.0,-2,104,-16,7,-7,1
O=C(CSc1ncnc2sc3c(c12)CCCC3)c1ccco1,-1.2,-9,-1.7,-3,89,-5,-11,23,13
COc1cccc(NC(=O)[C@H](Cc2ccccc2)NC(=O)[C@@H]2Cc3ccccc3CN2)c1,1.2,-9,3.0,2,99,-2,4,7,-1
CCOCN(C(=O)Cn1c(CO)nc2ccccc21)c1c(C)cccc1CC,-1.4,-4,0.1,-6,94,-5,1,17,4
COc1ccc(C(=O)Nc2cc(C)nn2-c2cccc(F)c2)cc1OC,0.0,-2,0.1,8,98,5,-3,-4,-5
Cc1noc(C)c1C(=O)Nc1sc2c(c1C(N)=O)CCCCC2,0.5,-7,-0.6,-7,106,-10,7,4,14
Cc1cccc(NC(=O)c2cnc3sccn3c2=O)c1,1.5,-5,0.8,3,100,-14,-1,1,5
COc1cc(NC(=S)N2CCCCC2C)cc(OC)c1OC (stereo not drawn),0.5,0,-0.5,-7,104,-11,3,-12,6
Cn1c(SCc2ccc(F)cc2)nnc1-c1cnccn1,-0.5,0,-0.1,0,92,-11,-8,2,-4
COc1ccc(CC(=O)NCc2cn3ccsc3n2)cc1,-0.6,-11,-0.8,-3,106,3,9,13,4

# Taken from the listing, ten compounds:
SMILES,V1R ag counter,OXTR potentiate,OXTR ag,GalR3 antag,MEKK2wt PB1 HTS,GPR7 antag,MEKK2 mut-MEK5,NALP1 inh,M18AAP inhibitor
CCN1C(=O)[C@H]2[C@@H](c3ccc(-c4cccc(Cl)c4)cc3)N[C@@](Cc3ccccc3)(C(=O)OC)[C@H]2C1=O,2.2,-10,1.7,-8,x,x,x,x,x
CCCc1cc(C(=O)Nc2ccc(C(=O)c3ccccc3)cc2)n(C)n1,7.7,-13,3.8,-2,102,16,5,6,-4
O=C(O)c1ccccc1SCc1cn2cc(Cl)ccc2n1,1.4,-9,0.7,2,101,-19,3,24,-13
Cc1sc2ncnc(SCC(=O)NC(C)(C)C)c2c1C,0.9,-7,-0.9,-4,91,-5,-10,-5,4
O=C(N/N=C/c1ccccn1)c1ccc([N+](=O)[O-])cc1Cl,0.6,-2,-0.4,-10,110,-11,3,0,1
CCCn1c(SCC(=O)N2CCc3ccccc32)n[nH]c1=O,-0.7,-1,1.4,-1,x,x,x,x,x
O=C(CCc1nc2sc3c(c2c(=O)[nH]1)CCCC3)NCCc1ccccc1,-0.9,-3,-0.1,-2,x,x,x,x,x
CCCN(CC(=O)Nc1ccccc1C)C(=O)Cc1cccs1,0.2,-5,-0.2,-6,x,x,x,x,x
CCOC(=O)CN1C(=O)N[C@@H](c2ccccc2)[C@@H](C(=O)OC)[C@H]1C,0.3,5,0.0,-6,99,x,-5,x,x
CC(=O)Nc1ccc(N(C(=O)Cc2cccs2)C(C(=O)NC2CCCC2)c2ccncc2)cc1 (stereo not drawn),0.2,-5,0.6,-3,106,-8,4,-11,3

# Additional structures:
SMILES,V1R ag counter,OXTR potentiate,OXTR ag,GalR3 antag,MEKK2wt PB1 HTS,GPR7 antag,MEKK2 mut-MEK5,NALP1 inh,M18AAP inhibitor
O=C(O/N=C/c1ccc2c(c1)OCO2)c1ccccc1Cl,-0.4,-7,-2.3,x,98,7,-2,3,-8
CC1=CC2=NC(=O)/C(=C\c3cccn3CCOc3ccccc3)C(=N)N2O1,2.1,-5,1.7,-5,110,3,1,34,-3
C=CCn1c(SCc2cc(=O)n3ccsc3n2)nc2ccccc2c1=O,-0.5,0,0.6,-5,87,-5,-13,7,-2
CCOc1cc(NC(=O)C2CC2)c(OCC)cc1NC(=O)c1ccccc1OCC,-1.1,-5,-2.5,-6,103,-16,1,19,0
Cc1cccc(NC(=O)CS(=O)CC(=O)Nc2cnc3ccccc3c2)c1C (stereo not drawn),5.3,-12,0.9,-5,96,-1,-6,24,-6
O=C(N=Nc1ccc(NOC(=O)c2ccccc2Br)cc1)c1ccccc1O,1.4,0,0.1,-4,94,-6,-1,-4,3
CCOc1ccc(OCCC(=O)N(CCCOC)c2c(N)n(Cc3ccccc3)c(=O)[nH]c2=O)cc1,0.2,-3,0.5,-5,x,x,x,x,x
CCOC(=O)c1ccc(CSC(=N)N)o1,0.1,-6,0.5,-7,99,-12,0,-6,-6
CC(C)C[C@H](NC(=O)c1nc[nH]c1C(=O)NC(c1ccccc1)c1ccccc1)C(=O)OC(C)(C)C,0.1,-14,1.0,-8,101,-27,-2,-2,0
CSCCC(NS(=O)(=O)c1ccccc1F)C(=O)N1CC=C(c2ccccc2)CC1 (stereo not drawn),2.1,-9,-0.4,-1,102,8,3,3,1
CCc1noc(C)c1C(=O)N1CCN(S(=O)(=O)c2ccc(C(C)C)cc2)CC1,0.9,4,-0.2,-1,x,x,x,x,x
CCOc1ccc(CCNC(=O)C2=C(C)C(=O)OC23CCCCC3)cc1OCC,0.0,-6,-0.5,-2,97,-10,-11,2,-1
CCOC(=O)c1c(C)n(C)c2ccc(OCC(O)CNC(CC)CO)cc12 (stereo not drawn),0.3,1,-0.8,1,107,-5,4,17,0
O=C(NC1CCCC1)c1cccc(Cn2cc([N+](=O)[O-])cn2)c1,1.2,-4,-0.3,4,103,-3,0,22,-1
O=C(CCN1C(=O)/C(=C/c2ccccc2Cl)SC1=S)NNC(=O)c1ccccc1O,4.6,-8,3.0,-9,95,-12,-5,-7,17
Cc1ccc(C)c(SCC(=O)OCC(=O)NCc2ccccc2)c1,0.2,-7,-2.2,-3,99,-10,0,7,0
O=C(CCCCCN1C(=O)CCC1=O)Nc1ccc2c(c1)OCO2,0.6,-2,0.4,4,99,-12,-2,-4,2
Cc1ccc(CC(=O)Nc2cccc(C#N)c2)cc1,0.8,-9,-0.6,-3,102,3,0,-4,3
CN(C(=O)CSc1cc(C(=O)c2nccn2C)c2ccccc2n1)c1ccccc1,1.9,-8,0.8,-7,92,-7,-4,x,-3
CCOc1cc(N2CCOCC2)c(OCC)cc1NC(=O)c1ccc(OC(C)C)cc1,-0.7,-10,-1.7,-2,89,0,-7,-2,1
O=S(=O)(c1ccccc1)N1CCN(C(c2ccccc2)c2ccc(OC(F)(F)F)cc2)CC1 (stereo not drawn),3.1,-13,0.1,-10,98,-21,-2,4,-13
COc1ccc2nc(Nc3nc(CSc4nc5ccccc5[nH]4)cc(=O)[nH]3)nc(C)c2c1,0.5,2,-1.2,0,98,-11,-2,27,4
Cc1cccc(C(=O)NCC(=O)OCC(=O)N2CC3(C)CC2CC(C)(C)C3)c1 (stereo not drawn),-0.1,-7,-0.8,-1,99,-5,0,17,1
CC(=O)c1ccc(S(=O)(=O)NCc2cccnc2)cc1,2.0,-2,1.1,-13,112,-16,7,14,-8
COc1cc(C2C(C#N)=C(N)Oc3cc(C)oc(=O)c32)cc(OC)c1OC (stereo not drawn),-0.6,0,-0.8,1,97,-7,0,-10,2
O=C(CNC(=O)c1cccs1)N=Nc1c(O)[nH]c2ccc([N+](=O)[O-])cc12,-0.6,-8,-0.4,-2,94,-10,0,8,2
COc1ccccc1CNC(=O)CS(=O)Cc1nc(-c2ccccc2C)oc1C (stereo not drawn),-0.9,-2,-1.2,x,110,1,10,13,0
Nc1ccc(C(=O)OCC(=O)NC2CCS(=O)(=O)C2)cc1[N+](=O)[O-] (stereo not drawn),0.9,0,-0.5,9,98,-13,-10,8,-3
COC(=O)Cc1ccc(NC(C)=O)cc1,1.2,-3,-0.2,-2,x,x,x,x,x
Clc1ccc(C2=NN=C3COc4ccccc4N3C2)cc1,-0.6,-11,-1.2,-4,93,13,-2,18,1
O=c1cc(CO)oc(CN2CCN(c3cccc(C(F)(F)F)c3)CC2)c1O,3.7,-12,0.7,-4,110,0,3,23,29*
CC(C)c1ccc(OCCCCN2CCCCC2)cc1,2.0,-7,4.6,-9,106,-11,6,8,-13
COc1ccc(C(=O)Nc2ccc3[nH]ncc3c2)cc1OC,0.8,-2,-0.2,-4,105,-17,2,4,2
Fc1cccc(COc2ccccc2CNc2ccccc2)c1,-0.7,-6,-1.3,-7,115,14,1,35,0
COc1cc(C2C3=C(CCCC3=O)OC3=C2C(=O)CCC3)ccc1OCC(=O)Nc1ccccc1,0.2,-2,-0.3,-1,96,1,-3,16,-2
Cc1ccc(-n2nc(C)c(Sc3ccccc3[N+](=O)[O-])c2N)cc1,1.5,3,-2.1,0,101,-9,-1,35,21
